P. falciparum M17LAP: P. falciparum M17LAP inhibitors, primary screen, biochemical, fluorogenic H-Leu-NHMec substrate, 1536-well (AID 1619); inhibition, % at 30 µM, or IC50 in µM where a hit was titrated; recombinant M17LAP, H-Leu-NHMec fluorogenic kinetic assay; higher % means a stronger effect; hit rate 0.38% among 220,000;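 active means compound inhibiting the enzyme by more than half at any dose during confirmatory dose-response retesting; inconclusive means strong single-dose inhibitors picked by rank but not retested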;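 further: plate controls were full reaction with DMSO carrier for no effect and no enzyme background for full effect; strong numbers were not always called active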
Lipid droplet: hepatic lipid droplet formation modulation. AML12 mouse hepatocytes, oleate lipid droplets, BODIPY imaging. inhibition, % at 6.5 µM. hit rate 0.4% among 240,000. AID 1656;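 active means lipid droplet intensity inhibited by at least 50%, with more than 500 cells counted; inconclusive means wells with under 300 cells, treated as cytotoxic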
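Technique: fluorescence imaging, 20x objective, two fields per well / Assay system: AML12 hepatocytes (mouse) / Measure: % inhibition of lipid droplet signal / Doses: 6.5 µM single-point dosing / Incubation: overnight exposure / Reagent: 100 µM oleic acid challenge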
SIAH1 antagonists: blockers of Siah-1 interaction with plectin peptide – biochemical, fluorescence polarization, rhodamine-plectin, uHTS, primary screen (AID 1817); Siah-1 / rhodamine-plectin peptide fluorescence polarization; higher % means a stronger effect; displacement, % at 20 µM; hits with a dose series show IC50 in µM; hit rate 0.02% among 290,000;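 active means displacement of at least 50% at 20 µM, with a fluorescence ratio check between 0.3 and a set limit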;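 further: plate controls were Siah plus tracer with DMSO for no effect and tracer alone without Siah for full effect; strong numbers were not always called active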
AID2073: inhibitors of Mint1-CaV2.2 protein interaction, biochemical, HTRF (AID 2073). HTRF protein-protein interaction, Mint1-CaV2.2; higher % means a stronger effect. hit rate 0.19% among 290,000. inhibition, % at 20 µM, or IC50 in µM where a hit was titrated; in the data active means inhibition mostly above about 51%, no sharp cut-off; inconclusive means no clear call, values can overlap the other calls; inactive means mostly below about 53%; further: some results filed as inactive read as strong as hits
HEK293 NOD2/NF-kB: inhibition of NOD2-driven NF-kB reporter – cell-based, luminescence, uHTS, HEK293 (AID 1566) | HEK293 NOD2/NF-kB luciferase reporter, luminescence; higher % means a stronger effect | one-dose inhibition, % at 4 µM; EC50 in µM for titrated hits | hit rate 0.63% among 290,000; further: many of its hits are not listed in these tables
XIAP antagonists: small molecules displacing peptide from XIAP – biochemical, IAP family, fluorescence polarization (AID 1018); XIAP BIR domain, fluorescence polarization peptide displacement; higher % means a stronger effect; displacement, % at 20 µM; hits with a dose series show IC50 in µM; hit rate 0.007% among 200,000; in the data active means displacement above about 50%; further: a part of the inactive calls stands beside numbers as strong as those of hits
P. falciparum M1AAP: malaria alanyl aminopeptidase activity blockers – biochemical, fluorogenic H-Leu-NHMec substrate, 1536-well (AID 1445); recombinant M1AAP, H-Leu-NHMec fluorogenic kinetic assay; higher % means a stronger effect; inhibition, % at 30 µM; hits with a dose series show IC50 in µM; hit rate 0.42% among 220,000;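 active means primary inhibition above the hit cutoff, then over 50% inhibition at one or more dose response concentrations, cut at about 23% in these data, passing the limit was not always enough; inconclusive means conflicting primary data, or primary hits not chosen for dose response; inactive means low primary inhibition, or under 50% at every dose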;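 further: plate controls were DMSO full reaction for no effect and no enzyme background for full effect; strong numbers were not always called active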
CSM14.1 death rescue: rescue of cells from ER stress-induced death, primary screen, 384-well, CSM14.1, thapsigargin, ATP luminescence (AID 1222); CSM14.1 thapsigargin-induced death rescue, ATP luminescence; higher % means a stronger effect; cellular ATP content (survival), % at 20 µM, or EC50 in µM where a hit was titrated; 190,000 tested, under 10 active;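 active means EC50 below 50 µM in the dose-response confirmation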;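 further: death triggered by thapsigargin at about 15 µM added after 2 h compound pretreatment; cell ATP read after overnight thapsigargin exposure of roughly 18 to 22 hours; normalized against plate controls of thapsigargin alone and 5% DMSO vehicle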
LYP inhibition: PTPN22 lymphoid phosphatase activity blockers – biochemical, fluorescence intensity, uHTS (AID 1779) | recombinant LYP phosphatase, fluorescence intensity; higher % means a stronger effect | inhibition, % at 11.5 µM, or IC50 in µM where a hit was titrated | hit rate 0.054% among 290,000;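 further: plate controls were vehicle with enzyme for no effect and no enzyme for full effect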
Lipid droplet cells 6.5 µM: recorded beside Lipid droplet, whose call it bears; cell count; measured here: cell count, cytotoxicity flag;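 cells counted across two imaged fields per well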
* marks the source's active call; other numbers are inactive results; u = inconclusive; x = not tested or not shown. Unless noted, no stated cut-off is given here; in the data, active means inhibition above about 50%; inactive means the rest. This is a subset, so the mix of outcomes need not match the whole.

SMILES	P. falciparum M17LAP	Lipid droplet	Lipid droplet cells 6.5 µM	SIAH1 antagonists	AID2073	HEK293 NOD2/NF-kB	XIAP antagonists	P. falciparum M1AAP	CSM14.1 death rescue	LYP inhibition
COc1cc(NC(=S)NCCC(c2ccccc2)c2ccccc2)c(OC)cc1Cl	-1%	-11	614	-2%	-29%	4%	-2.8%	5%	-0.1%	4%
CCOC(=O)c1cnc(-c2ccc(C(F)(F)F)cn2)[nH]c1=O	7%	0	725	3%	7%	-20%	x	-5%	x	-7%
COc1ccc(-c2ccc(SCc3ccccn3)nn2)cc1OC	-11%	10	785	-6%	2%	-4%	-3.6%	11%	0.3%	-7%
CSc1ccc(/C=N/N(C)S(=O)(=O)c2ccc(C)cc2)cc1	x	23	766	-1%	44%	-3%	x	x	x	0%
CCOC(=O)c1c(-c2cccs2)csc1NC(=O)CSc1ncn[nH]1	21%	-1	678	0%	-7%	30%	-2.9%	-4%	2.5%	-1%
O=c1c2nccnc2[nH]c(=S)n1Cc1ccccc1Cl	4%	7	653	1%	-11%	13%	-2.0%	6%	x	3%
CCc1nn(C(CC)C(=O)NCc2cccs2)c(=O)c2cc3occc3n12 (stereo unspecified)	x	-26	692	17%	-2%	24%	x	x	x	-10%
Cc1ccccc1S(=O)(=O)Cc1ccc(C(=O)NCCCN2CCN(C)CC2)o1	-3%	x	x	-2%	10%	-6%	0.3%	6%	-1.0%	-8%
O=C(Nc1ccon1)C1CCN(S(=O)(=O)c2cccs2)CC1	-2%	-6	750	0%	4%	21%	-7.4%	5%	-1.0%	-6%
O=C(NCCc1ccc(Cl)cc1)C1CCCO1 (stereo unspecified)	x	-9	782	5%	29%	10%	x	x	x	-10%
Cc1ccc2c(c1)c1ncnc(N3CCN(c4ccccc4)CC3)c1n2C	-1%	x	x	10%	5%	21%	-5.4%	10%	3.3%	-8%
CCOc1ccc(N2C(=O)CC(N3CCc4ccccc43)C2=O)cc1 (stereo unspecified)	-1%	14	748	-2%	-5%	17%	-4.7%	0%	-0.7%	-11%
Cc1ccc(S(=O)(=O)N2CCCC2)cc1C(=O)NCc1ccccn1	x	1	851	1%	1%	2%	x	x	x	-9%
CCOCCCNC(=O)C(c1ccc(C)cc1)N(Cc1ccc2c(c1)OCO2)C(=O)CNC(C)=O (stereo unspecified)	-4%	-7	724	7%	11%	20%	-18%	-1%	0.9%	-8%
COc1ccc(NC(=O)c2ccc3c(c2)NC(=O)CO3)cc1OC	1%	-4	710	0%	-2%	15%	-2.8%	3%	-0.7%	-7%
COc1ccc(Br)cc1/C=N/NC(=O)CNC(=O)C1COc2ccccc2O1 (stereo unspecified)	x	-1	739	1%	11%	13%	x	x	x	7%
Cc1ccc(C(C(=O)NCc2ccco2)N(C(=O)Cc2cccs2)c2cccnc2)cc1 (stereo unspecified)	0%	-10	564	3%	35%	13%	-1.2%	15%	0.0%	-3%
COc1ccc(C2=NN(C(=O)c3cccs3)C(c3ccccc3O)C2)cc1 (stereo unspecified)	-7%	19	727	4%	28%	7%	-7.2%	-4%	1.4%	0%
Cc1ccccc1OCC(=O)N=Nc1c(O)n(C)c2ccccc12	2%	4	651	17%	1%	-36%	x	-2%	x	-3%
Cc1cc(C)cc(OCC(=O)N/N=C/c2ccc([N+](=O)[O-])o2)c1	-4%	4	702	7%	27%	30%	-1.7%	8%	-0.8%	3%
S=c1[nH]nc(-c2cc3c(s2)-c2ccccc2CC3)o1	-338%	-7	597	-11%	u	-32%	-2.6%	67µM*	-2.5%	-33%
CCN(CC)CCn1c(NS(=O)(=O)c2ccc(Cl)cc2)nc2ccccc21	x	x	x	-1%	-8%	5%	x	x	x	-7%
C=CCn1c(SCC(=O)c2c(N)n(C)c(=O)n(C)c2=O)nc2sc(C)c(C)c2c1=O	8%	x	x	-3%	32%	-3%	-0.5%	-7%	-1.1%	-3%
COCCCNCCOc1cc(C(C)C)ccc1C	3%	17	668	11%	14%	2%	-4.5%	-2%	-1.8%	-11%
C=C(C)C(=O)N1CC2(CC(c3cccc(NC(=O)COc4ccc(Cl)cc4)c3)=NO2)C[C@@H]1C(N)=O (stereo partly specified)	-4%	0	673	12%	31%	-11%	x	-3%	x	-9%
COc1ccc(C(=O)Nc2ccc(S(=O)(=O)Nc3nccc(C)n3)cc2)cc1	x	-1	793	-1%	18%	12%	x	x	x	-8%
O=C(Cn1c(CC(=O)N2CCCC2)nc2ccccc21)NCc1ccccc1	-8%	3	768	2%	-7%	-4%	-5.2%	-5%	0.7%	-1%
COc1ccc(-n2c(C)nc3cc(C(=O)NCc4ccco4)ccc32)cc1	50%	x	x	2%	8%	24%	-1.5%	-4%	-1.0%	4%
O=C(c1cc(Cl)cc(Cl)c1)N1CCOCC1	0%	-3	768	6%	0%	-4%	-4.7%	-4%	-1.4%	-6%
Cc1ccccc1C=Nc1ccccc1C(N)=O	-176%	8	686	4%	12%	18%	-5.2%	4%	-0.2%	-7%
CCCOc1cccc(C(=O)NC(=S)Nc2cccc(C(F)(F)F)c2)c1	-1%	-22	781	0%	-12%	12%	-4.3%	-3%	0.6%	2%
COc1ccc(C(C(=O)NC(C)(C)C)N(Cc2cccnc2)C(=O)CCC(=O)Nc2cc(C)on2)cc1 (stereo unspecified)	x	1	829	7%	9%	0%	x	x	x	-5%
COc1ccc(C(=O)N=C2SC3CS(=O)(=O)CC3N2c2ccc(N(C)C)cc2)cc1OC (stereo unspecified)	x	-1	633	1%	60%	5%	x	x	x	2%
CC(C)CC1(C(=O)NCc2ccccn2)C=CCN1C(=O)c1ccccc1 (stereo unspecified)	0%	-8	731	1%	-8%	1%	-9.4%	0%	-2.9%	-10%
Nc1nonc1-c1nc2ccccc2n1CC(=O)N1CCCCC1	15%	x	x	7%	2%	6%	-0.8%	8%	0.0%	-3%
CSc1ccccc1NC(=O)c1c(Br)cnn1C	8%	4	775	-1%	5%	3%	-2.4%	-4%	-1.0%	-8%
C/C(=N/O)c1cccc(N2Cc3ccccc3C2)c1	x	-7	818	2%	10%	-4%	x	x	x	0%
CCOC(=O)c1cc([N+](=O)[O-])sc1NC(=O)CC	8%	-10	656	6%	6%	13%	-4.9%	10%	1.1%	-7%
O=S(=O)(c1cc(Cl)ccc1Cl)N1CCc2ccccc21	x	-2	813	-9%	10%	-12%	x	x	x	-2%
Cc1c(NC(=O)Cn2nc(C(F)(F)F)c3c2CCCC3)c(=O)n(-c2ccccc2)n1C	-16%	10	741	2%	1%	-5%	-2.9%	-3%	-2.8%	-7%
Cc1ccc(C(=O)NCc2ccc3c(c2)OCO3)cc1S(=O)(=O)N1CCOCC1	7%	7	769	0%	-4%	2%	-4.8%	6%	-1.5%	-7%
COc1ccc(NC(=O)N2CCCC(CNS(=O)(=O)c3cccs3)C2)c(C)c1 (stereo unspecified)	9%	-12	690	1%	-11%	-9%	-6.0%	3%	-0.4%	-7%
CN(C)Cc1n[nH]c(=O)c2ccccc12	-5%	0	692	6%	0%	11%	-2.9%	1%	x	-2%
CC(=O)N1CCN(c2ccc(NC(=O)COc3ccc(Cl)cc3Cl)cc2)CC1	17%	x	x	3%	-7%	36%	0.2%	-1%	1.7%	-6%
CCn1cc(C(=O)NCc2ccco2)c(=O)c2cc(F)c(N3CCN(C(=O)c4ccco4)CC3)cc21	3%	-9	725	7%	12%	-1%	-3.3%	13%	-1.5%	-6%
O=C(CSc1n[nH]c(C2CCCC2)n1)NC1CCCC1	-1%	x	x	-2%	7%	16%	-0.2%	2%	-1.0%	-2%
NC(=O)CC[C@@H]1NC(=O)[C@H](Cc2ccccc2)NC(=O)[C@H](Cc2ccc(O)cc2)NC(=O)[C@@H](N)CSSC[C@@H](C(=O)N2CCC[C@H]2C(=O)N[C@@H](CCCN=C(N)N)C(=O)NCC(N)=O)NC(=O)[C@H](CC(N)=O)NC1=O	4%	25	729	3%	3%	-10%	-9.8%	-1%	13%	-2%
COc1ccc(-n2ncc3c(=O)n(CC(=O)N4c5ccccc5CC4C)cnc32)cc1 (stereo unspecified)	7%	-13	740	3%	21%	5%	2.9%	11%	-1.5%	-3%
CCOc1ccc(NS(=O)(=O)c2ccc3[nH]c(=O)cc(C(=O)O)c3c2)cc1	3%	14	656	6%	-15%	8%	-3.4%	6%	0.3%	-4%
Cc1cccc2c1NC(=O)C2(O)N1CCCC(C)C1 (stereo unspecified)	x	0	804	13%	-5%	7%	x	x	x	-7%
Cc1ccc(NC(=O)NNC(=O)c2cc3ccccc3cc2O)cc1C	x	2	813	-8%	24%	2%	x	x	x	-6%
CCOC(=O)c1cc(S(=O)(=O)NCc2ccco2)cn1C	x	9	734	1%	6%	9%	x	x	x	-15%
Cc1c(NC(=O)C(C)OC(=O)C(NC(=O)c2ccco2)C(C)C)c(=O)n(-c2ccccc2)n1C (stereo unspecified)	-7%	-2	761	0%	2%	-4%	-11%	1%	-2.2%	-8%
O=C(N/N=C/c1cc([N+](=O)[O-])ccc1O)c1cccc(NC(=O)c2cccc(Cl)c2)c1	x	10	719	-1%	28%	49%	x	x	x	-1%
Cc1cc(OCCOCCN(C)C)ccc1Cl	24%	7	693	4%	-4%	2%	2.1%	-2%	-0.8%	-6%
CSc1cccc(CN2CCCC(CNC(=O)c3ccco3)C2)c1 (stereo unspecified)	x	-12	817	2%	2%	-20%	x	x	x	-9%
COc1ccccc1CNC(=O)CN(c1cccc([N+](=O)[O-])c1)S(C)(=O)=O	11%	-12	674	0%	5%	24%	-5.6%	13%	0.4%	-8%
C=CCn1c(C)cc(C(=O)COC(=O)c2ccc(N)c([N+](=O)[O-])c2)c1C	12%	9	662	1%	-5%	-117%	-3.3%	-3%	3.0%	-4%
COc1ccccc1-n1c(=S)sc2c(=O)n(Cc3ccco3)c(SC)nc21	-4%	-43	752	0%	-12%	-5%	0.5%	-9%	-0.3%	-7%
CCOC(=O)c1ccc(NC(=S)N2CCCC(C(=O)N3CCCC3)C2)cc1 (stereo unspecified)	x	19	690	1%	-12%	6%	x	x	x	-3%

Screening data (PubChem)
